IL1B secr inh = qHTS for Inhibitors of Inflammasome Signaling: IL-1-beta AlphaLISA Primary Screen. activity change, % at 57.5 µM. AID 743279, 2014. THP-1 LPS/ATP IL-1B secretion, AlphaLISA, 16 h; active compounds read low. actives 4.7% (n = 360,000); in the data active = activity change below about -50%; inconclusive = mostly about -30% to -49%; also: % is scaled to controls: 0 for no effect and ±100 for the full control effect
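THP-1 cells pretreated 1 hr with compounds (up to 57.5 uM final), then stimulated with LPS (250 ng/mL final) plus ATP (1.25 mM final); secreted IL-1B measured by AlphaLISA after 16 hr, decreased signal indicating inhibition.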
ATXN2 expr inh = Primary qHTS for Inhibitors of ATXN expression; Potency, µM (top dose mostly 57 µM), for inactives: top-dose activity change, negative = inhibition, hits mostly inhibitors; HEK-293 ATXN2-luciferase reporter, luminescence, 24 h; actives 0.72% (n = 360,000); also: potency is read from the fitted curve at half-maximal effect; % is scaled to controls: 0 for no effect and ±100 for the full control effect; nearly all actives have a fitted effect of over 55% in size
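qHTS (up to 57 uM final) was run with 24 h compound exposure of reporter cells at 37 °C. Each well was multiplexed: SteadyGlo luminescence measured ATXN2-luciferase expression after a fluorogenic Gly-Phe-AFC viability readout (25 uM final).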
S2 tox = Viability Counterscreen for Primary qHTS for Inhibitors of ATXN expression. S2 cells (HEK-293 line with an ATXN2-luciferase reporter) viability, CellTiter-Fluor protease fluorescence, 24 h. Potency, µM (series often up to 56.7 µM), usual class: cytotoxic. actives 0.49% (n = 400,000); also: potency is read from the fitted curve at half-maximal effect; nearly all actives have a fitted effect of over 40% in size
HT1080-NT tox = qHTS for induction of synthetic lethality in tumor cells producing 2HG: qHTS for the HT-1080-NT fibrosarcoma cell line. Potency, µM (highest dose often 46.1 µM), for inactives: at the highest dose activity, negative = less viability, most hits filed as cytotoxic. HT-1080-NT fibrosarcoma viability, CellTiter-Glo ATP luminescence, 48 h. AID 686970, 2013. actives 1.6% (n = 360,000);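 also: NT is the 2HG producing partner of a matched IDH1 knockdown line; potency is read from the fitted curve at half-maximal effect; 0% = DMSO-treated cells and -100% = media-only wells without cells; nearly all actives have a fitted effect of over 55% in size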
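Read-out is CellTiter-Glo luminescence after 10 minutes at room temperature, following 48 hours' compound treatment of HT-1080-NT cells (750 cells/well, RPMI, 5% FBS, 37 degrees C).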
HT1080 IDH1KD tx = qHTS for induction of synthetic lethality in tumor cells producing 2HG: qHTS for the HT-1080-IDH1KD cell line; HT-1080 IDH1 knockdown viability, ATP luminescence, 48 h; Potency, µM (top dose mostly 46.1 µM), for the others: at the top dose activity, negative = toxicity, usual class: cytotoxic; actives 2% (n = 360,000);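 also: potency is read from the fitted curve at half-maximal effect; 0% = DMSO wells and -100% = cell-free medium wells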
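HT-1080-IDH1KD cells (IDH1 knocked down), 750/well in RPMI with 5% FBS, treated with compound 48 h at 37 degrees C. Viability by CellTiter-Glo luminescence, normalised to DMSO and no-cell wells; concentration-response curves classed.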
MCF10A rerep = A quantitative high throughput screen for small molecules that induce DNA re-replication in MCF 10a normal breast cells | AID 624296, 2012 | Potency, µM (highest dose often 46.1 µM), without a hit: at the highest dose activity, positive = re-replication, hits mostly activators | actives 2.9% (n = 350,000) | MCF 10A DNA re-replication, Hoechst nuclear intensity, 48 h; also: potency is read from the fitted curve at half-maximal effect; % of control where 0% means no effect; nearly all actives have a fitted effect of over 50% in size
KB-3-1 cytotox = qHTS assay for MDR1-selective chemotherapeutics: Primary screen using the parental adenocarcinoma cell KB-3-1; Potency, µM (doses to about 46.1 µM), for inactives: top-dose activity change, negative = cytotoxic, hits mostly cytotoxic; KB-3-1 viability, CellTiter-Glo ATP luminescence, 72 h; actives 1.4% (n = 400,000); AID 1347075, 2019; also: potency is read from the fitted curve at half-maximal effect; % is scaled to controls: 0 for no effect and ±100 for the full control effect; nearly all actives have a fitted effect of over 60% in size
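Viability of parental KB-3-1 cells, measured by CellTiter-Glo luminescence, followed a 72 h incubation at 37 °C with pinned compounds in phenol-red-free DMEM containing 10% FBS.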
KB-V1 cytotox = qHTS assay for MDR1-selective chemotherapeutics: Primary screen using the drug-selected MDR subline cells KB-V1; KB-V1 MDR cells viability, CellTiter-Glo, 72 h; Potency, µM (highest dose often 46.1 µM), inactives show at the top dose activity change, negative = cytotoxicity, most hits filed as cytotoxic; actives 3.4% (n = 400,000); also: potency is read from the fitted curve at half-maximal effect; % is scaled to controls: 0 for no effect and ±100 for the full control effect; nearly all actives have a fitted effect of over 60% in size
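KB-V1, DMEM (no phenol red) + 10% FBS; cpd pin-transferred, titration series; 72 h, 37 degrees C; CellTiter-Glo, luminescence. Data normalized, curve-fit.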
SW480 rerep = A quantitative high throughput screen for small molecules that induce DNA re-replication in SW480 colon adenocarcinoma cells | SW480 DNA re-replication, Hoechst DNA content imaging, 48 h | Potency, µM (highest dose often 46.1 µM), inactives show at the top dose re-replication activation, actives largely listed as activators | actives 1.8% (n = 340,000) | AID 624297, 2012; also: potency is read from the fitted curve at half-maximal effect; % of control where 0% means no effect; nearly all actives have a fitted effect of over 55% in size
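Compounds, transferred as 23 nL by pin tool, were incubated with cells for 48 hr; DNA content per nucleus was then quantified by Hoechst staining and fluorescence plate imaging.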
* hit, by the source's call; i = inactive; ? = inconclusive; / = not tested or not shown; [ ] = another dose, or the depositor's remark. Unless noted, calls follow the shape of the dose curve; as a rule, active = well fitted curve in the direction sought with a large enough effect; inconclusive = small, poorly fitted or top-dose-only effect, or another doubt; inactive = no such curve, though single readings can be large; an effect the other way counts as inactive or inconclusive. Outcome played no part in choosing rows; 11% or so of the library scored in one or more.

SMILES	IL1B secr inh	ATXN2 expr inh	S2 tox	HT1080-NT tox	HT1080 IDH1KD tx	MCF10A rerep	KB-3-1 cytotox	KB-V1 cytotox	SW480 rerep
O=C(C1=C[C@H](C2CCCCC2)C[C@H](OCc2ccc(CO)cc2)O1)N1CCOCC1	8	8%	i	5%	8%	-15%	0%	-16%	?
C/C=C/c1ccc(OCCOCCNCc2ccccc2)c(OC)c1	?	/	?	?	-30%	0%	-14%	-6%	?
CCOC(=O)C1=C(COc2ccc(F)cc2Cl)NC(=O)NC1c1cc(C)ccc1C (stereo not given)	7	-7%	i	8%	14%	8%	-7%	?	1%
COc1cccc(Nc2nc(-c3ccccc3)nc3ccccc23)c1	-73*	-19%	i	?	?	?	2%	-1%	?
CCOC(=O)CC(NC(=O)CCc1c(C)nc2c(c(C)nn2-c2ccc(C)c(C)c2)c1C)c1ccc(C)cc1 (stereo not given)	/	11%	i	/	/	/	-2%	0%	/
COC(=O)N/N=C/c1cn(Cc2ccc(F)cc2)c2ccccc12	-24	-21%	i	-5%	-14%	5%	0%	-12%	1%
Cc1c(C(=O)N(Cc2ccccc2)C(C)C)oc2ccc(S(=O)(=O)N3CCOCC3)cc12	-28	-38%	i	?	?	24%	?	-19%	1%
c1ccc(-c2nnc(N3CCN(c4ccccn4)CC3)c3ccccc23)cc1	-73*	-26%	i	6%	-6%	?	?	?	2%
O=C(NC(c1ccc(F)cc1)c1cnccn1)C1CCN(CCOc2ccc(Cl)cc2Cl)CC1 (stereo not given)	/	?	?	?	?	/	0%	0%	/
C=CCOC(=O)C1=C[C@H](C2CC2)[C@@H](CCCO)[C@H](OCC)O1	29	6%	i	14%	16%	-2%	21%	0%	-11%
CCOCCCn1c(SCc2ccccc2)nnc1-c1ccncc1	-3	14%	i	16%	17%	-1%	11%	?	-9%
CNC(=O)COC(=O)/C=C/c1cccc(F)c1	29	/	i	11%	2%	0%	1%	?	0%
Cc1cc(NC(=O)c2ccc3c(c2)OCO3)ccc1NC(=O)c1ccco1	/	23%	i	?	18µM*	-16%	?	?	2%
COc1ccccc1C(=O)C1CCCN(C(=O)c2cc(CC(C)C)nc(C)n2)C1 (stereo not given)	13	6%	i	13%	8%	4%	2%	?	-3%
CC(=O)Nc1cccc(C(=O)Nc2ccc(S(=O)(=O)N3CCCCC3)cc2)c1	13	7%	i	7%	0%	0%	8%	-4%	-1%
CCC1S/C(=N\S(=O)(=O)c2cccs2)N(C2CCCCC2)C1=O (stereo not given)	0	2%	i	-3%	-3%	-9%	3%	?	4%
Cc1cccc(N(C(=O)Cn2nnc3ccccc32)C(C(=O)NCc2ccco2)c2ccncc2)c1 (stereo not given)	-1	-10%	i	-4%	-1%	6%	7%	-14%	13%
COC(=O)c1ccc(NC(=O)CN(c2ccc(C)cc2)S(=O)(=O)c2c(C)n[nH]c2C)cc1	-5	-5%	i	-18%	-16%	10%	-2%	-5%	0%
COCCn1c(CN2CC(C)CC(C)C2)nc2c1c(=O)n(C)c(=O)n2C (stereo not given)	-3	-21%	i	-6%	-4%	1%	0%	8%	-9%
O=C(NC(=S)NC1CCC(O)CC1)c1ccco1 (stereo not given)	2	15%	i	2%	10%	4%	2%	?	-1%
CCc1nn2c(=O)cc(COC(=O)C(c3ccccc3)c3ccccc3)nc2s1	/	-16%	i	/	/	/	-19%	0%	/
CCn1c(=O)n(-c2ccc(F)c(Cl)c2)c(=O)c2c3c(sc21)CN(C(C)=O)CC3	/	2%	i	/	/	/	3%	0%	/
Cc1ccc2c(c1)N(CC(=O)NCCc1ccccc1)C(=O)CO2	/	7%	i	/	/	/	13%	-3%	/
O=C1c2ccccc2C(O)N1CCN1CCOCC1 (stereo not given)	12	-13%	i	17%	3%	-3%	13%	20%	-10%
C[C@@H](C(=O)N1CCNCC1)n1cc(CCCN=C(N)N)nn1	7	6%	i	15%	4%	-4%	-2%	21%	-9%
COc1ccc(N2CCN(C(=O)CN(c3ccc(OC)cc3)S(=O)(=O)c3ccccc3)CC2)cc1	0	-2%	i	-1%	-2%	7%	/	/	8%
CC(C)NC(=O)c1ccc(N(Cc2ccccc2)S(C)(=O)=O)cc1	-1	-9%	i	4%	-1%	-1%	9%	-6%	-3%
Cc1ccc(S(=O)(=O)Nc2ccc(Cl)cc2C(=O)c2ccc(F)cc2)cc1	0	0%	i	9%	16%	?	-15%	?	-2%
CC(=O)Nc1ccc(-c2nnc3n(Cc4ccc(C)cc4)c(=O)c4ccccc4n23)cc1	/	0%	i	/	/	/	-14%	0%	/
COc1ccc(N(C(=O)CSCC(=O)Nc2cc(C)on2)C(C(=O)NC2CCCCC2)c2ccc(O)c(O)c2)cc1 (stereo not given)	1	-2%	i	3%	6%	-2%	-20%	3%	2%

Taken from above:
Under SW480 rerep, `O=C1c2ccccc2C(O)N1CCN1CCOCC1` (stereo not given) is entered as -10%
Under MCF10A rerep, `C[C@@H](C(=O)N1CCNCC1)n1cc(CCCN=C(N)N)nn1` is entered as -4%
Under KB-V1 cytotox, `COCCn1c(CN2CC(C)CC(C)C2)nc2c1c(=O)n(C)c(=O)n2C` (stereo not given) is entered as 8%

(listing goes on)
SMILES	IL1B secr inh	ATXN2 expr inh	S2 tox	HT1080-NT tox	HT1080 IDH1KD tx	MCF10A rerep	KB-3-1 cytotox	KB-V1 cytotox	SW480 rerep
COc1ccc(CCNC(=O)C(=O)Nc2ccc3c(c2)OCCO3)cc1OC	0	0%	i	5%	3%	9%	0%	-6%	-33%[inhibitor]
CCOC(=O)C1=CN(Cc2ccco2)S(=O)(=O)N(C)C1c1ccccc1 (stereo not given)	0	-4%	i	?	?	16%	0%	0%	?
CC(C)CC(C(=O)NC(C)(C)C)N(CC1CCCO1)C(=O)c1snc(C(N)=O)c1N (stereo not given)	25	-18%[11.3 µM]	i	7%	-10%	-2%	-1%	8%	-8%
CCCCCN(C(=O)CCC(=O)OCC(=O)Nc1ccc(C)cc1F)c1c(N)n(CCCC)c(=O)[nH]c1=O	-25	7%	i	1%	10%	?	?	-1%	-5%
CCCc1cc(-n2ccnc2)n2c(nc3ccccc32)c1C#N	43	9%	i	?	?	?	?	?	?
CCN1CCN(c2nc3c(c(=O)n(C)c(=O)n3C)n2CCSc2ncccn2)CC1	1	3%	i	11%	-3%	0%	4%	2%	-14%
O=C1OCCC1=COCCCCCOC=C1CCOC1=O	9	/	i	4%	5%	/	27%	2%	/
C=CCn1c(COc2ccccc2F)nnc1SCC(=O)N1CC(=O)Nc2ccccc21	0	-2%	i	6%	1%	-4%	4%	19%	1%
CCCCCCN1CC(=O)N2[C@@H](Cc3c([nH]c4ccccc34)C2(C)C)C1=O	11	/	i	-4%	?	25%	-5%	2%	?
O=C(NC(=S)Nc1ccc2[nH]c(=O)[nH]c2c1)c1cccc(F)c1	11	-10%	i	-13%	-12%	-3%	15%	9%	1%
Cc1sc2ncnc(OCC(=O)NC(C)C(C)C)c2c1C (stereo not given)	27	-5%	i	2%	1%	2%	13%	1%	-1%
Cc1ccc(CS(=O)Cc2ccc(C(=O)NCc3ccccc3Br)o2)cc1 (stereo not given)	?	2%	i	3%	2%	2%	4%	?	-3%
COc1ccc2c(c1)C(C)(CCN)C(=O)N2C (stereo not given)	/	0%	i	/	/	-6%	1%	5%	-20%
Cc1cc2c(cc1S(=O)(=O)C(C)CC(=O)NC1CCC(C)CC1)OCC(=O)N2 (stereo not given)	/	13%	i	/	/	/	5%	5%	/
Cc1cccc(CN2CCN(CC(C)C)C(CCO)C2)n1 (stereo not given)	-24	/	i	-3%	-4%	3%	?	-1%	-11%
CCc1ccc(-n2nc(C)c3c(C(=O)N4CCN(c5ccccc5)CC4)cc(C)nc32)cc1	/	11%	?	/	/	/	5%	3%	/
O=C(NCCCCCCNC(=O)c1ccncc1)c1ccncc1	-3	/	i	4%	0%	-3%	-4%	?	-5%
COc1ccc(/C(O)=C2\C(=O)C(=O)N(CCN(C)C)C2c2cccc(OC)c2OC)cc1Cl (stereo not given)	-24	-1%	i	4%	3%	-3%	1%	10%	-2%
Cn1c2ccc(F)cc2c2ncn(Cc3ccco3)c(=O)c21	-9	-14%	i	-13%	?	?	19%	4.1µM*	0%
Cc1ccc(NC(=O)C2CCCN(S(=O)(=O)c3c(C)noc3C)C2)c(Br)c1 (stereo not given)	-6	0%	i	-6%	1%	-2%	9%	13%	1%
Cc1cccc(Nc2nnc(SC(C)C(=O)NC3CC3)s2)c1 (stereo not given)	-10	10%	i	5%[9.24 µM]	1%	28%	1%	-15%	-16%
Cc1cc(C(=O)NC2CCCCC2)on1	0	/	i	-3%	-5%	-2%	1%	0%	0%
O=C1C2CCCN2C(c2cccs2)N1c1ccc(F)cc1 (stereo not given)	49	10%	i	1%	0%	5%	11%	0%	2%
CCOc1ccccc1C1CC(=O)Oc2c1c(=O)n(C)c1ccccc21 (stereo not given)	/	9%	i	/	/	/	-9%	7%	/
N=C(N)SCc1ccccn1	-11	0%	i	5%	9%	4%	-3%	11%	?
CCOC(=O)Nc1cc2c(cc1[N+](=O)[O-])-c1ccccc1C2=O	16	3%	?	0%	4%	0%	1%	-9%	-2%
